N370S GC = inhibitors or activators of N370S glucocerebrosidase for Gaucher disease | 330,000 tested, 0.092% active | Potency, µM (series often up to 59.4 µM), without a hit: at the highest dose activity change, negative = inhibition, actives largely listed as inhibitors | AID 2101 | N370S GC spleen homogenate, 4MU-glucoside fluorescence | P04062;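 further: 0% = full enzyme activity and -100% = no enzyme basal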
KAT2A inh = GCN5L2 (KAT2A) acetyltransferase inhibition. Potency, µM (titrated, usually from 58.9 µM), for the others: top-dose activity change, negative = inhibition, hits mostly inhibitors. GCN5L2 HAT assay, ThioGlo1 CoA-SH fluorescence. 390,000 tested, 0.21% active. Q92830
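ThioGlo1-coupled HAT assay: 20nM GCN5L2, 70uM acetyl-CoA, 75uM H3(1-25) peptide, pH 7.5. Fluorescence read at 340/540nm at start and after 20 min at room temperature.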
FEN1 inhibitor = human FEN1 inhibition; P39748; AID 588795; Recombinant FEN1 flap cleavage, fluorescence, 15 min; Potency, µM (doses to about 114 µM), without a hit: top-dose activity change, negative = inhibition, actives largely listed as inhibitors; 390,000 tested, 0.35% active; further: nearly all actives have a fitted effect of over 65% in size
Target sequence (P39748 whole entry, looked up): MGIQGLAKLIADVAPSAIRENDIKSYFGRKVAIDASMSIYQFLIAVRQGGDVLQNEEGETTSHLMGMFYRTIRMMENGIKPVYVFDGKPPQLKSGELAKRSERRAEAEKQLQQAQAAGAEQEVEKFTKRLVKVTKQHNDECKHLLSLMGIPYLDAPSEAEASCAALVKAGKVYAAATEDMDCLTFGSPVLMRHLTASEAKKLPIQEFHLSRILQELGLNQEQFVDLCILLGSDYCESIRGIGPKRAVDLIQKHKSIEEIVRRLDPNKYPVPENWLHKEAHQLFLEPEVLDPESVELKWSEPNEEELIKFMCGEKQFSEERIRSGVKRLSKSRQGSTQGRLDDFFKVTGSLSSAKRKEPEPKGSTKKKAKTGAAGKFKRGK
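Read-out was taken twice, immediately and after 15 min, following addition of 50 nM substrate to 10 nM FEN1 that had sat with test compound for 15 min at room temperature. Curves came from a four-parameter Hill model.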
Active calls of the source: *; ? = inconclusive; nt = no result given; & = joins results of further samples; [ ] = remark or other dose. The call rests on the fitted dose curve; in most records, active means well fitted curve in the direction sought with a large enough effect; inconclusive means small, poorly fitted or top-dose-only effect, or another doubt; inactive means no such curve, though single readings can be large; an effect the other way counts as inactive or inconclusive. Unless noted, on the % scale 0 is the no-effect control and ±100 the full control effect; potency means the concentration at half of the fitted maximal effect.

Preview (five entries):
Structure | N370S GC | KAT2A inh | FEN1 inhibitor
CCC(C(=O)NCCc1ccc(OC)cc1OC)n1nc(C)n2c(cc3occc32)c1=O (stereo unspecified) | -11% | -19% | 16%
CCCCCN1CC(O)=C(c2nc(-c3ccc(Cl)cc3)cs2)C1=N | 8% | -18% | 3%
O=C(CC1N=C2c3ccccc3N=C(SCc3ccccc3F)N2C1=O)NCc1cccs1 (stereo unspecified) | nt | 2% | -12%
O=C(/C=C/c1ccccc1)N1CCCN(C(=O)/C=C/c2ccccc2)CC1 | 19% | -7% | -4%
Cc1ccccc1NC(=O)c1ccc(F)c(S(=O)(=O)N2CCc3ccccc3C2)c1 | nt | 3% | -8%

This part in full, repeating the preview:
Structure | N370S GC | KAT2A inh | FEN1 inhibitor
CCC(C(=O)NCCc1ccc(OC)cc1OC)n1nc(C)n2c(cc3occc32)c1=O (stereo unspecified) | -11% | -19% | 16%
CCCCCN1CC(O)=C(c2nc(-c3ccc(Cl)cc3)cs2)C1=N | 8% | -18% | 3%
O=C(CC1N=C2c3ccccc3N=C(SCc3ccccc3F)N2C1=O)NCc1cccs1 (stereo unspecified) | nt | 2% | -12%
O=C(/C=C/c1ccccc1)N1CCCN(C(=O)/C=C/c2ccccc2)CC1 | 19% | -7% | -4%
Cc1ccccc1NC(=O)c1ccc(F)c(S(=O)(=O)N2CCc3ccccc3C2)c1 | nt | 3% | -8%
CCOC(=O)CCC(=O)Nc1ccccc1C(N)=O | -16% | -9% | 6%
COc1ccc2[nH]cc(CCNc3ncncc3-c3ccccc3C)c2c1 | -11% | -11% | nt
Cc1ccc2oc3c(c(=O)c2c1)C(c1cccc(Cl)c1)N(CCCN1CCOCC1)C3=O (stereo unspecified) | -8% | -2% | 12%
O=C(CN1CCC(NC(=O)c2ccccc2F)CC1)Nc1ccc2c(c1)OCO2 | -4% | -1% | -9%
Nn1c(SCC(=O)Nc2ccc3c(c2)OCO3)nnc1C1CC1 | -3% | 0% | -1%
CCCNc1nc2c(c(=O)[nH]c(=O)n2C)n1CCc1ccccc1 | 4% | -12% | -4%
O=C(COC(=O)c1cc(-c2ccc(Cl)s2)nc2ccccc12)NCc1ccco1 | 11% | -27% | 3%
CCOC(=O)O[C@]1(C(=O)COC(=O)CC)CC[C@@H]2[C@@H]3CCC4=CC(=O)C=C[C@@]4(C)[C@H]3[C@H](O)C[C@]21C | 8%[21.6 µM] | -4%[21.4 µM] | nt
CC1CCCCC12NC(=O)N(CC(=O)Nc1cccnc1Cl)C2=O (stereo unspecified) | -9% | -4% | 3%
COc1ccccc1N1CCN(C(=O)CCN2C(=O)c3cccc4cccc(c34)C2=O)CC1 | -2% | 2% | -2%
CC(C)CN(C(=O)CN(C)S(=O)(=O)c1ccc(Cl)cc1)C1CCS(=O)(=O)C1 (stereo unspecified) | -4% | -16% | -3%
COc1ccccc1C(=O)Nc1nnc(-c2ccccc2)s1 | -5% | -7% | 0%
COC(C[C@@H]1O[C@@H]1[C@@H](O)COCc1ccccc1)OC | 6% | -9% | -4%
CC(=O)c1cc2c(ccc3ccccc32)oc1=O | -8% | 3% | 2%
CCc1cc(/C(Cc2ccccn2)=N\O)c(O)cc1O | -2% | -1% | -1%
COC(=O)[C@@H]1CC[C@H](C)[C@@H](c2ccc(C)cc2)N1C(=O)c1ccc(/C=N/O[C@H](C)c2cn([C@@H]3COC[C@H]3O)nn2)cc1 | 6% | -4% | nt
O=c1[nH]c(COc2ccc(Br)cc2Cl)nc2ccccc12 | -9% | -3% | -16%
CCOc1ccc(CCNC(=O)COC(=O)c2oc3ccccc3c2COC)cc1OCC | nt | -1% | -6%
COc1ccc(NC(=O)CSc2nnc(Cn3nnc4ccccc43)n2C)cc1 | 23% | -5% | -1%
CCCCCNCc1ccc(OCc2ccc(Cl)nc2)c(OC)c1 | -4% | -4% | -5%

The results go on.
Structure | N370S GC | KAT2A inh | FEN1 inhibitor
CCC1(c2ccccc2)NC(=O)N(CC(=O)N2CC(=O)Nc3ccccc32)C1=O (stereo unspecified) | nt | -6% | -1%
CC(=O)C1=C(O)C(=O)N(Cc2ccccc2)C1c1ccco1 (stereo unspecified) | 2% | -4% | -32%
O=C(Nc1cccc(-c2cn3c(n2)SCC3)c1)c1ccc2c(c1)OCO2 | 0% | 1% | -15%
COc1ccc(S(=O)(=O)N2CCC(C(=O)NC3CCCC3)CC2)cc1C | 1% | 0% | 13%
COc1ccc(/C=N/NC(=O)c2ccc(N3CCCC3=O)cc2)cc1 | -1% | -2% | -7%
O=C(CSc1nnc(NC(=O)c2cccc(F)c2)s1)NCc1ccco1 | -5% | -14% | 17%
O=S(=O)(NCCc1nnc2ccc(SCc3ccccc3Cl)nn12)c1ccccc1 | nt | -7% | -24%
c1ccc(N2CCOCC2)c(Nc2nc3ccccc3n3cnnc23)c1 | 9% | -13% | -36%
O=S(=O)(c1ccccc1)c1nc(-c2ccco2)oc1N1CCCCC1 | -1% | -3% | -19%
Clc1cc2c(cc1/C=N/Nc1nc(N3CCOCC3)nc(N3CCOCC3)n1)OCO2 | 4% | -6% | -8%
CCc1ccc(-n2nc3ccc(NC(=O)c4cc5ccccc5o4)cc3n2)cc1 | nt | -2% | 14%
COc1ccc(CN=Cc2[nH]c3ccc(Br)c(Cl)c3c2O)cc1 | 23% | -15% | -10%
NC(=Nc1ccc(Br)cc1)c1ccccc1 | -13% | 1% | 1%
C=CCSc1nc2nc(C)cc(C)n2n1 | 4% | -8% | -3%
Nn1cnnc1N/N=C/c1cc(Br)cc(Br)c1O | -22% | 1% | 3%
COc1ccc(C2=NN(C(=O)c3ccccc3C(=O)O)C(c3ccccc3O)C2)cc1 (stereo unspecified) | -9% | -2% | -4%
O=C1Cc2ccccc2C(=O)N1c1ccccc1 | -4% | -20% | 11%
Cc1ccc2[nH]c(=O)c(CN(CC3CCCO3)C(=O)c3cccs3)cc2c1 (stereo unspecified) | -3% | -5% | 17%
CC(c1ccccc1)N1C(=O)c2ccc(C(=O)Nc3ccc(Br)cc3C(=O)O)cc2C1=O (stereo unspecified) | -6% | -8% | -32%
O=C(NNS(=O)(=O)c1ccc([N+](=O)[O-])cc1)C1CCCCC1 | -2% | 0% | -8%
CCOC(=O)c1cnc(Nc2ccc(OCC)cc2)nc1C | 5% | -1% | -8%
COc1ccccc1CNC(=O)CCCn1c(=O)c2ccccc2n(Cc2ccccc2C#N)c1=O | nt | -2% | -3%
COc1ccc(O)c(C=NCC(C)N=Cc2cc(OC)ccc2O)c1 (stereo unspecified) | 0% | -4% | -2%
CC1(C)CC(=O)C2=C(C1)NC(Nc1nc3ccccc3o1)=NC21CCCC1 | 6% | -4% | -16%
Cc1nn(Cc2noc(C(=O)NC3CCC(C)CC3)n2)c(C)c1Br (stereo unspecified) | -4% | -5% | -14%

The listing continues:
Below each compound – N370S GC | KAT2A inh | FEN1 inhibitor
- Cc1ccc(S(=O)(=O)N[C@H](C(=O)N2CCC(C(=O)N[C@@H](CC(=O)O)C(=O)O)CC2)C(C)C)cc1
    1% | -1% | 0%
- O=C(NCc1cccnc1)NC1(C(F)(F)F)Oc2ccccc2O1
    -6% | -10% | -3%
- CCOCN(C(=O)Cn1c(C)nc2ccccc21)c1c(C)cccc1CC
    nt | -3% | 8%
- CN(CCC1CCOCC1)C(=O)CC1C(=O)NCCN1C/C=C/c1ccccc1 (stereo unspecified)
    0% | -3% | -17%
- Cc1cccc(OCC(=O)N2CCC(N3CCOCC3)CC2)c1
    5% | 3% | 6%
- CSc1nc(N)c2c3c(sc2n1)CN(C)CC3
    4% | -1% | -1%
- Cc1ccc2c(c1)S/C(=C/c1ccc[n+](C)c1)N2CCO
    -7% | -17% | ?
- O=C(O)c1cccc2c(/C=N/Nc3ccccn3)c[nH]c12
    1% | 0% | 1%
- Cc1cc(N2C(=O)Cc3ccccc3C2=O)ccc1C(C)C
    1% | -23% | -4%
- O=C(c1cnccn1)N1CCC[C@@]2(CCN(c3ccccc3)C2)C1
    3% | 13% | nt
- O=C(/C=C/c1ccc(Cl)cc1)Nc1nc(-c2cccs2)ns1
    nt | -4% | -14%
- Nc1c(C(=O)Nc2ccccc2Br)sc2nc(-c3cccs3)ccc12
    nt | -6% | 10%
- COc1cccc(N2CCN(C(=O)c3ccc4c(=O)n(CCc5ccccc5)c(=O)[nH]c4c3)CC2)c1
    nt | 2% | 13%
- O=C(CSc1ncc2c(n1)-c1ccccc1N(Cc1ccc(F)cc1)S2(=O)=O)c1ccc(Br)cc1
    nt | 2% | 1%
- CC(=O)OC1CC(C)N(C(=O)c2ccccc2)c2ccc(C)cc21 (stereo unspecified)
    -3% | ? | -3%
- CCOc1cccc(CN2CCCC(CCC(=O)NCc3ccccc3F)C2)c1O (stereo unspecified)
    -2% | -6% | -2%
- Cc1c(Cc2ccccc2)c(=O)oc2cc(OCC(=O)NCC3CCC(C(=O)O)CC3)ccc12 (stereo unspecified)
    -16% | 1% | 1%
- COc1ccc(NS(=O)(=O)c2cc(NC(=O)c3ccc(C)o3)ccc2N2CCCCC2)cc1
    -3% | -9% | -8%
- CCOC(=O)CC(NC(=O)c1cc2cc(Br)cc(OC)c2oc1=O)c1ccc(OC)cc1 (stereo unspecified)
    nt | -6% | -8%
- Cc1cccc(OCC(=O)NC(=S)N2CCCc3ccccc32)c1
    ? | -13% | 1%

More results follow.
Below each compound – N370S GC | KAT2A inh | FEN1 inhibitor
- CCOC(=O)C1=C(C)NC(=O)NC1C (stereo unspecified)
    3% | -4% | -1%
- CCCCn1cc(S(=O)(=O)c2ccc(OC)cc2)c(=O)c2cc(F)c(N3CCOCC3)cc21
    nt | -4% | 4%
- CC12CCC(=O)N1c1c(sc3nc(N4CCOCC4)c4c(c13)CCCC4)C(=O)N2 (stereo unspecified)
    -17% | 0% | -12%
- CCN(CC)CCC(=O)NN
    15% | -1% | 20%
- Cc1ccc(Oc2nc3c(C)cccn3c(=O)c2/C=C(\C#N)C(N)=O)cc1
    0% | -5% | 5%
- O=C(Nc1cccc(-c2nc3ccccc3[nH]2)c1)c1cccc(NC(=O)c2ccco2)c1
    -6% | -6% | ?
- CC(O)C(NS(=O)(=O)c1ccc(Cl)cc1)C(=O)OCC(=O)N1CCN(c2ccccc2)CC1 (stereo unspecified)
    1% | 31%[activator] | -5%
- Cc1ccc(-c2nc(N)n(C(=O)c3ccco3)n2)cc1
    -5% | -6% | -5%
- CCN(CC)S(=O)(=O)c1cc(NC(=O)Cc2n[nH]c(=O)c3ccccc23)ccc1C
    -1% | -4% | -4%
- Cc1cc(C)c2c(N)c(C(=O)N/N=C/c3cccs3)sc2n1
    3% | 25% | 14%
- COc1ccc(-c2nc3cnc(N4CCOCC4)nc3n(C3CC3)c2=O)cc1
    -4% | -13% | nt
- CCCCCCCCCCOC(=O)Cn1c(COc2ccccc2)[n+](C)c2ccccc21
    -29% | -5% | -25%
- Cc1cc(C)n2ncc(/C(N)=N/OC(=O)Nc3ccc(Cl)cc3)c2n1
    0% | -2% | 16%
- Cc1cccc(NC(=O)NCc2ccc3c(c2)OCO3)c1C
    -24% | -3% | 3%
- CCCCc1nnc(NC(=O)CC(=O)Nc2ccccc2C(=O)O)s1
    -2% | -1% | 2%
- CC(C)(C)OC(=O)CNC(=O)c1[nH]cnc1C(=O)Nc1ccc(CNC(=O)OC(C)(C)C)cc1
    ? | -9% | -21%
- COCCn1cc(C(=O)N2CCN(C)CC2)c2c3ccccc3n(C)c2c1=O
    ? | -15% | 7%
- CC(C)(C)NC(=O)/C(=C\c1ccccc1F)NC(=O)c1ccc([N+](=O)[O-])cc1
    1% | -6% | 3%
- CCCCCOC(=O)C1=C(C)NC(=O)NC1c1ccc2c(c1)OCO2 (stereo unspecified)
    3% | 2% | 2%
- O=C(NC(=S)Nc1ccc2c(c1)OCCO2)c1ccc(F)cc1Cl
    11% | -4% | -14%

Other compounds follow:
Below each compound – N370S GC | KAT2A inh | FEN1 inhibitor
- O=S(=O)(c1ccc(F)cc1)N1CCN(CC(O)COCc2cccs2)CC1 (stereo unspecified)
    9% | -13% | 0%
- CC(C)c1ccc(-c2c(C#N)c(N)nc3c2CCCCC3)cc1
    -27% | 1% | -5%
- Cc1cc(-c2cn3ccccc3n2)c(C)n1-c1ccccc1
    -26% | -1% | 6%
- Cn1cnc(S(=O)(=O)N2CCC(C(=O)NCc3ccccc3Cl)CC2)c1
    nt | 21% | 4%
- O=c1c2ccccc2ncn1-c1ccc(Cl)cc1
    4%&-25% | -4%&-4% | 0%&-7%
- Cc1ccc(NC(=O)CSc2nc(CSc3ccc(C)cc3)cc(=O)[nH]2)cc1
    ? | -8% | 19%
- O=C(N/N=C/c1cccnc1)C12CC3CC(CC(C3)C1)C2
    -7% | -2% | 2%
- NC(=O)NC(CC(=O)NCc1ccc2c(c1)OCO2)c1ccccc1Cl (stereo unspecified)
    -10% | 4% | 0%

Compound activity (PubChem)

This is a subset (hit frequency here may not be typical).
